Source: PubChem (several laboratories)
Hep lipid drop – inhibitors of hepatocyte lipid droplet formation, primary screen, imaging, high-throughput imaging, BODIPY stain | AID 1656, 2009 | inhibition, % at 6.5 µM | 240,000 tested, 0.4% active | AML12 mouse hepatocytes, oleate lipid droplets;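 active = lipid droplet intensity inhibited by at least 50%, with more than 500 cells counted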
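Assay system: AML12 mouse liver cells | Compound dosing: One dose, 6.5 µM compound | Read-out basis: Droplet intensity reduction, % inhibition | Measured by: Fluorescence imaging, 20x objective, two fields per well | Schedule: Overnight treatment with compound plus oleate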
TNAP activation fold – human TNAP enzyme activators, primary screen, biochemical, luminescent, no phosphate acceptor, uHTS (AID 1001); Alkaline phosphatase, tissue-nonspecific isozyme (Homo sapiens); purified TNAP, luminescent activation assay, no phosphate acceptor; higher activation fold means a stronger effect; activation fold at 20 µM; hits with a dose series show EC50 in µM; 200,000 tested, 0.03% active; in the data active = activation fold from about 3, or a potency from the dose series; inactive = the rest, 99 in 100 with activation fold below about 1.6; note: many of its hits are not listed in these tables
human PMI inhibition – inhibitors of human PMI, primary screen, biochemical, fluorescence intensity, coupled assay (AID 1209); Mannose-6-phosphate isomerase (Homo sapiens); purified PMI enzyme, coupled fluorescence intensity; higher % means a stronger effect; inhibition, % at 20 µM, or IC50 in µM where a hit was titrated; 190,000 tested, 0.42% active;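 note: plate controls were DMSO vehicle for no effect and wells lacking substrate for full effect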
P. falciparum M1AAP – P. falciparum M1AAP inhibitors, biochemical, fluorogenic H-Leu-NHMec substrate, 1536-well (AID 1445); recombinant M1AAP, H-Leu-NHMec fluorogenic kinetic assay; higher % means a stronger effect; Aminopeptidase N (Plasmodium falciparum (isolate 3D7)); inhibition, % at 30 µM; hits with a dose series show IC50 in µM; 220,000 tested, 0.42% active;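 active = primary inhibition above the hit cutoff, then over 50% inhibition at one or more dose response concentrations, cut at about 23% in these data, passing the limit was not always enough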;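 note: plate controls were DMSO full reaction for no effect and no enzyme background for full effect; strong numbers were not always called active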
UTI89 phage lysis – inhibition of K1F phage lysis, E. coli UTI89, bacterial capsule biogenesis inhibitors, alamar blue (AID 488966) | E. coli UTI89 K1F phage lysis, alamar blue, 2 h; higher % means a stronger effect | one-dose inhibition, % at 100 µM; IC50 in µM for titrated hits | 340,000 tested, 0.02% active;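 active = phage lysis inhibition, versus mean bacterial control, above a set limit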;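 note: capsule biogenesis inhibitors block K1F phage lysis so surviving cells raise fluorescence; higher fluorescence means more inhibition of phage lysis; actives were called in the ten point dose series up to 300 µM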
Siah-1 displacement – Siah-1 peptide-binding antagonists, primary screen, biochemical, fluorescence polarization, rhodamine-plectin, uHTS (AID 1817); Siah-1 / rhodamine-plectin peptide fluorescence polarization; higher % means a stronger effect; 290,000 tested, 0.02% active; displacement, % at 20 µM; hits with a dose series show IC50 in µM; E3 ubiquitin-protein ligase SIAH1 (Homo sapiens);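 active = displacement of at least 50% at 20 µM, with a fluorescence ratio check between 0.3 and a set limit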;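 note: plate controls were Siah plus tracer with DMSO for no effect and tracer alone without Siah for full effect; strong numbers were not always called active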
PMI inhibition – human PMI inhibitors, high substrate, primary screen, biochemical, fluorescence intensity, high mannose 6-phosphate (AID 1220); Mannose-6-phosphate isomerase (Homo sapiens); recombinant PMI enzyme, coupled fluorescence intensity; higher % means a stronger effect; inhibition, % at 20 µM, or IC50 in µM where a hit was titrated; 190,000 tested, 0.66% active
XIAP displacement – XIAP antagonists, biochemical, IAP family, fluorescence polarization (AID 1018); E3 ubiquitin-protein ligase XIAP (Homo sapiens); XIAP BIR domain, fluorescence polarization peptide displacement; higher % means a stronger effect; displacement, % at 20 µM; hits with a dose series show IC50 in µM; 200,000 tested, 0.007% active; in the data active = displacement above about 50%; note: a part of the inactive calls stands beside numbers as strong as those of hits
M17LAP inhibition – P. falciparum M17LAP inhibitors, primary screen, biochemical, fluorogenic H-Leu-NHMec substrate, 1536-well (AID 1619); recombinant M17LAP, H-Leu-NHMec fluorogenic kinetic assay; higher % means a stronger effect; inhibition, % at 30 µM; hits with a dose series show IC50 in µM; 220,000 tested, 0.38% active;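 active = compound inhibiting the enzyme by more than half at any dose during confirmatory dose-response retesting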;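 note: plate controls were full reaction with DMSO carrier for no effect and no enzyme background for full effect; strong numbers were not always called active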
Hep lipid drop cells 6.5 µM – also measured in Hep lipid drop; calls as there; cell count; measured here: cell count, cytotoxicity flag;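 cells counted across two imaged fields per well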
Numbers without * were called inactive; i = inactive; · = no result given; [ ] = dose if it differs, or a comment. Cut-off read from the data, not from the text of the source, unless noted: active = inhibition above about 50%; inactive = the rest.

Value order – Hep lipid drop	Hep lipid drop cells 6.5 µM	TNAP activation fold	human PMI inhibition	P. falciparum M1AAP	UTI89 phage lysis	Siah-1 displacement	PMI inhibition	XIAP displacement	M17LAP inhibition
Cc1nn(CC(=O)Nc2cccnc2)c(=O)c2ccccc12
    9	756	1.1	6%	4%	0.2%	5%	46%	12%	-1%
O=c1ccccn1Cc1c(Cl)cccc1Cl
    ·	·	1.1	0%	4%	1.6%	-1%	2%	-3.3%	-12%
O=C(CCS(=O)(=O)CCN1CCOCC1)NCNC(=O)CCS(=O)(=O)CCN1CCOCC1
    -3	755	1.1	·	-2%	1.3%	7%	·	-4.0%	-10%
Cc1cc2ccccn2c1C(=O)c1ccc([N+](=O)[O-])o1
    -3	698	1	-2%	2%	0.1%	5%	8%	-8.6%	17%
O=C(NCc1ccccc1)NS(=O)(=O)c1ccccc1Cl
    -2	727	1.1	8%	-22%	0.0%	1%	-2%	-1.3%	-20%
COc1ccc(C2CC(c3ccccc3OC(C)=O)=NN2C(=O)/C=C/c2ccccc2)cc1OC (stereo not given)
    7	570	1.1	16%	14%	7.8%	-3%	7%	-0.8%	-12%
Cc1cc(C(=O)Nc2c(C)nn(Cc3ccccc3)c2C)on1
    ·	·	1.1	3%	0%	-0.3%	-1%	7%	-4.0%	0%
C=CCN1C=C2C(=O)C(C)(OC(=O)c3cccs3)C(=O)C=C2C=C1CCCC(=O)OC (stereo not given)
    ·	·	·	·	8%	-0.4%	0%	·	·	11%
Nc1nc(Nc2ccccc2Br)nc(C(F)(F)F)n1
    0	657	1.1	10%	12%	-1.7%	2%	10%	-4.2%	14%
Cn1c(-c2ccccc2)cnc1NCc1cc2c(cc1[N+](=O)[O-])OCO2
    -7	722	1	8%	18%	1.6%[50 µM]	0%	14%	-3.6%	-4%

Other records:
Value order – Hep lipid drop	Hep lipid drop cells 6.5 µM	TNAP activation fold	human PMI inhibition	P. falciparum M1AAP	UTI89 phage lysis	Siah-1 displacement	PMI inhibition	XIAP displacement	M17LAP inhibition
CCc1cc(C(=O)Cc2nc3ccccc3[nH]2)c(O)cc1O
    ·	·	1.1	-4%	19%	0.0%	2%	13%	0.0%	20%
CCCCOC(=O)CSC1=C(C#N)C(c2ccccc2OCC)C(C#N)C(=O)N1 (stereo not given)
    ·	·	1.1	-19%	7%	0.7%	-2%	-17%	-1.8%	-16%
CCOc1ccc(OCc2cccc(C(=O)N(CC)CC)c2)cc1
    -29	641	1.1	8%	-2%	0.2%	5%	7%	0.0%	-5%
COC(=O)c1ccccc1COn1c(=O)c[n+]([O-])c2ccccc21
    -10	654	1.1	-23%	10%	0.1%	3%	-31%	-3.5%	18%
CCOc1ccc(-c2nnc(N3CCCCC3)c3ccccc23)cc1
    ·	·	0.9	-16%	-4%	1.1%	-2%	-4%	-2.6%	-9%
O=C(c1cccc(Cl)c1)N1CCN(Cc2ccncc2)CC1
    12	681	1	-16%	0%	-0.4%	1%	-18%	-7.3%	9%
Cc1ccc(/C=C/C(=O)OC(C)C(=O)Nc2ccc(Cl)cn2)o1 (stereo not given)
    2	691	1	-19%	2%	1.5%	2%	-22%	-4.4%	1%
CC[C@H](C)[C@H](NC(N)=O)C(=O)NCCc1ccc(Cl)cc1Cl
    -7	704	1.1	1%	1%	·	1%	6%	-6.5%	-2%
CCN(c1ccc(OC)cc1)S(=O)(=O)c1ccc2c(c1)CCN2C(=O)CCC(=O)O
    -16	641	1.1	8%	-1%	0.3%	1%	2%	-6.3%	4%
COc1ccc(N(CC(=O)Nc2c(C)n(C)n(-c3ccccc3)c2=O)S(=O)(=O)c2ccc(C)cc2)cc1
    20	738	1.1	2%	·	-1.2%	2%	-2%	-6.2%	·

The listing continues.
Value order – Hep lipid drop	Hep lipid drop cells 6.5 µM	TNAP activation fold	human PMI inhibition	P. falciparum M1AAP	UTI89 phage lysis	Siah-1 displacement	PMI inhibition	XIAP displacement	M17LAP inhibition
COc1ccccc1NC(=O)Cc1csc(N)n1
    ·	·	1.1	-6%	3%	0.1%	-3%	4%	-0.6%	-17%
CCOc1ccc(N(CC(=O)N/N=C/c2cccnc2)S(C)(=O)=O)cc1
    4	685	1.1	-2%	2%	-0.1%	5%	-4%	-4.2%	-2%
CCC1CC(C)(C(=O)Nc2ccc(S(N)(=O)=O)cc2)OC1=O (stereo not given)
    -8	715	1	-6%	-8%	2.2%	-1%	-14%	-4.7%	-16%
Cc1ccc(C)c(/C(O)=C2/C(=O)C(=O)N(CCN3CCOCC3)C2c2ccc(C)o2)c1 (stereo not given)
    ·	·	1.1	-15%	4%	1.0%	4%	4%	-0.7%	-3%
Cc1ccc(S(=O)(=O)N(C)C)cc1-n1c(SCC(=O)Nc2ccc(F)c(F)c2F)nc2ccccc2c1=O
    -29	685	1	19%	4%	1.2%	8%	19%	-0.6%	6%
CCCCCc1c(C)c(C#N)c2nc3ccccc3n2c1-n1ccnc1C
    ·	·	1	-13%	-2%	-1.1%	-6%	-14%	-2.1%	2%
COc1ccc(C(C[N+](=O)[O-])c2c(C)[nH]c3ccccc23)cc1OC (stereo not given)
    -1	670	0.9	25%	4%	-1.9%	-2%	38%	-0.3%	10%
O=C(Nc1cccc(NC(=O)c2cccs2)c1)c1cccnc1
    -9	660	1	23%	21%	0.4%	-2%	51%*	-5.0%	7%
COc1cccc(C2C(C(=O)Nc3nc4ccccc4s3)=C(C)NC3=C2C(=O)CC(C)(C)C3)c1OC (stereo not given)
    ·	·	1.1	-10%	3%	0.3%	-3%	-3%	-7.7%	1%
CCOc1ccc(-n2c(C)nc3cc(C(=O)NCCCN4CCOCC4)ccc32)cc1
    ·	·	0.9	-10%	-5%	0.3%	-2%	-12%	-3.0%	9%

Reprinted at random: two records from the list
Value order – Hep lipid drop	Hep lipid drop cells 6.5 µM	TNAP activation fold	human PMI inhibition	P. falciparum M1AAP	UTI89 phage lysis	Siah-1 displacement	PMI inhibition	XIAP displacement	M17LAP inhibition
CCCCCc1c(C)c(C#N)c2nc3ccccc3n2c1-n1ccnc1C
    ·	·	1	-13%	-2%	-1.1%	-6%	-14%	-2.1%	2%
CCOc1ccc(N(CC(=O)N/N=C/c2cccnc2)S(C)(=O)=O)cc1
    4	685	1.1	-2%	2%	-0.1%	5%	-4%	-4.2%	-2%

Additional results follow.
Value order – Hep lipid drop	Hep lipid drop cells 6.5 µM	TNAP activation fold	human PMI inhibition	P. falciparum M1AAP	UTI89 phage lysis	Siah-1 displacement	PMI inhibition	XIAP displacement	M17LAP inhibition
Cc1nc(C)c(C(=O)NCc2ccc(Cl)cc2)o1
    ·	·	1.1	-4%	3%	1.9%	-2%	-3%	-4.9%	29%
O=C(c1ccc(F)cc1)C(CCCCCC(CN1CCOCC1)C(=O)c1ccc(F)cc1)CN1CCOCC1 (stereo not given)
    ·	·	1	2%	6%	·	0%	-5%	-3.2%	-7%
CN(c1ncc(C(F)(F)F)cc1Cl)N1C(=O)c2cccc([N+](=O)[O-])c2C1=O
    -15	547	1.2	-1%	-3%	0.1%	-2%	6%	-4.6%	-7%
CCn1c(=O)cc(SCC(=O)NCCCN2CCN(c3ccccc3F)CC2)c2ccccc21
    ·	·	1.1	-6%	3%	0.7%	-1%	-8%	-3.0%	-9%
Cc1cc(=O)n2c(n1)OC(CO)C2 (stereo not given)
    ·	·	1.1	1%	7%	-1.2%	0%	4%	-1.2%	0%
Cc1ccc(/C(N)=N/OC(=O)CCC2CCCC2)cc1
    7	704	1.2	-1%	-4%	-0.2%	17%	2%	-8.7%	-1%
Cc1ccc(C(=O)N2CCN(c3ccc(NC(=O)COc4ccccc4C)cc3)CC2)cc1
    7	685	1.3	-9%	1%	0.6%	-11%	-2%	-7.1%	2%
O=C(Cn1nnc2ccccc21)N1CCCCC1
    ·	·	1.1	16%	-6%	0.2%	-5%	4%	-11%	-6%
CCN1CCN(c2nc(Nc3ccc(NC(C)=O)cc3)nc(Nc3ccc(NC(C)=O)cc3)n2)CC1
    1	692	·	·	4%	-0.3%	19%	·	·	4%
O=[N+]([O-])c1ccc(Sc2cc[n+]([O-])c3ccccc23)c([N+](=O)[O-])c1
    -2	728	·	·	8%	-0.1%	14%	·	·	12%

(further entries)
Value order – Hep lipid drop	Hep lipid drop cells 6.5 µM	TNAP activation fold	human PMI inhibition	P. falciparum M1AAP	UTI89 phage lysis	Siah-1 displacement	PMI inhibition	XIAP displacement	M17LAP inhibition
O=C(CN1CCN(c2ccccc2)CC1)Nc1ccccc1Sc1ccccc1
    -16	637	0.9	9%	2%	3.0%	-1%	-7%	-1.8%	7%
CC1(C)N([O-])c2cc([N+](=O)[O-])ccc2[N+]1=O
    14	664	·	·	7%	·	-4%	·	·	35%
O=C(O)CC(NC(=O)C1CCCCC1)c1ccc(OC2CCCC2)cc1 (stereo not given)
    -2	716	1.1	-13%	8%	1.0%	-3%	-1%	-21%	27%
CCCC1(C(=O)OCC)NC(c2cc(OC)c(OC)c(OC)c2)C2C(=O)N(CC)C(=O)C21 (stereo not given)
    -25	747	1.1	5%	10%	1.2%	-6%	4%	-5.2%	16%
Cc1cccnc1NC(=O)c1ccccc1NC(=O)C(C)(C)C
    -15	682	1	-5%	2%	i	10%	-6%	-5.2%	3%
COc1ccc(Nc2ccc3c(c2)=NC2(CCCCC2)[N+]=3[O-])cc1
    ·	·	0.8	·	7%	-0.6%	-5%	·	-3.7%	1%
CCN(CC)S(=O)(=O)c1ccc(N/N=C/c2ccc(O)cc2)nc1
    23	654	1.1	-2%	13%	-1.0%	-5%	4%	-11%	4%
CCCS(=O)(=O)N1CCN(CC2CC=CCC2)CC1 (stereo not given)
    ·	·	1.1	13%	0%	-0.3%	5%	3%	-7.0%	2%
COc1ccc(S(=O)(=O)N2CCCCC2)cc1NC(=O)c1ccc2c(c1)OCO2
    -6	316	1.1	4%	1%	6.9%	7%	-7%	2.5%	-2%
O=C(Nc1ccc2c(c1)OCO2)N1CCN(c2ccccc2)CC1
    4	715	1	-2%	-2%	0.2%	10%	13%	-1.8%	-1%
CCc1cccc(CC)c1NC(=S)NCc1nc2ccccc2[nH]1
    -4	706	1.7	-5%	-1%	-1.8%	5%	-6%	-4.5%	2%
CCn1c(C)[n+](Cc2ccccc2)c2ccc(C(=O)OC)cc21
    -2	739	1	16%	18%	-1.5%	-2%	7%	-5.9%	2%
